# Yeast eIF2B = modulators of yeast eIF2B activity; S. cerevisiae eIF2B-epsilon R284H, GCN4-lacZ luminescence; AID 688; inhibition, % at 25 µM (by protocol); 27,000 tested, 0.91% active;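 active means mutant luminescence inhibited past about 50% while wild type luminescence and mutant growth stay under set limits, limit read from the data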; further: some compounds called inactive have numbers as strong as hits
#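 Material – yeast eIF2B-epsilon R284H mutant carrying GCN4–beta-galactosidase fusion · Medium – YPD yeast growth medium · Compound – one concentration, 25 µM, 0.25% DMSO · Times – 16 h at 30 °C exposure · Signal – Beta-Glo luminescence plus absorbance at 595 nm · Read-out – % inhibition of reporter signal and growth versus controls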
# Yeast growth tox = Inhibits yeast growth, turbidity readout. growth inhibition, % at 25 µM (by protocol). 30,000 tested, 0.3% active. S. cerevisiae wild-type growth, A595 turbidity, 16 h. AID 685;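 active means mutant and wild-type yeast strains alike exhibit over 30% growth inhibition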;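 further: 0% = untreated cell controls and 100% = YPD media blanks without cells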
#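 Test system: Wild-type and eIF2Bepsilon-R284H mutant S. cerevisiae, screened separately | Dosing: Single 25 µM compound dose in 0.2% DMSO | Schedule: 16 h compound exposure during growth at 30 °C | Detection: A595 turbidity | Evaluation: Growth inhibition (%) versus cell controls and blanks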
# Yeast growth tox inhibition % = further read-out of Yeast growth tox, marked with its call; growth inhibition, %; S. cerevisiae eIF2Bepsilon-R284H mutant growth, A595 turbidity, 16 h;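 each compound tested once at 25 µM; 0% equals untreated cells and 100% equals cell-free medium blanks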
# Yeast eIF2B mutant toxicity = further read-out of Yeast eIF2B, marked with its call; growth inhibition, %; measured here: mutant yeast growth, toxicity;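 each compound tested once at 25 µM; zero equals untreated control growth and 100 equals blank medium absorbance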
# * = called active by the depositor; nt = no result given. These rows are one share of the data (hit frequency here may not be typical).
# Keys – A = Yeast eIF2B; B = Yeast eIF2B mutant toxicity; C = Yeast growth tox; D = Yeast growth tox inhibition %
CCOc1ccc(NC(=O)c2cc3cc4ccc(OC)cc4nc3o2)cc1
  A = nt	B = nt	C = -3	D = 0
Cc1cccc(OCC(O)Cn2c(=N)n(CCN3CCCCC3)c3ccccc32)c1 (centres undefined)
  A = 23	B = nt	C = -3	D = 0
CN1C(=O)c2ccccc2Sc2ccc(NC(=O)NC3CC3)cc21
  A = 22	B = -23	C = 3	D = -23
Cc1ccc(-c2nc(SCC(N)=O)c(C#N)c3c2CCCC3)cc1
  A = -10	B = -8	C = 10	D = -8
Cc1ccc(SCc2cc(=O)n3[nH]c(C)nc3n2)cc1
  A = 19	B = -14	C = 5	D = -14
Cc1nc2sc(-c3ccccc3)cc2c(=O)[nH]1
  A = 52	B = 15	C = 0	D = 15
CSc1cnn(-c2ccccc2)c(=O)c1SC
  A = 21	B = -27	C = 10	D = -27
CCC(C)c1ccc(OCCCCN2CCOCC2)cc1 (centres undefined)
  A = 20	B = 19	C = 12	D = 19
OC(COc1ccc2c(c1)CCC2)Cn1cnc2ccccc21 (centres undefined)
  A = nt	B = nt	C = 10	D = 10
O=C(CCS(=O)(=O)c1ccc(Br)cc1)NCc1cccs1
  A = 18	B = 19	C = 10	D = 19
O=C(O)CCCC(=O)Nc1ccc(C(=O)N2CCCCC2)cc1
  A = 10	B = 3	C = 23	D = 3
CC1CCc2c(sc3nc(SCC(=O)NCc4ccco4)nc(N)c23)C1 (centres undefined)
  A = 18	B = 3	C = 14	D = 3
CC1=C(C(=O)OC(C)C)C(c2cccnc2)C2=C(CC(C)(C)CC2=O)N1 (centres undefined)
  A = 19	B = 9	C = 14	D = 9
CC1CCCN(S(=O)(=O)Cc2ccc(Cl)cc2)C1 (centres undefined)
  A = nt	B = nt	C = 19	D = 17
Cn1c(=O)c2c(ncn2CCCNC2=CC(C)(C)CC(=O)C2)n(C)c1=O
  A = nt	B = nt	C = 6	D = 6
CCCCn1c(=O)c(C(=O)c2ccccc2)nc2ccccc21
  A = -3	B = -10	C = 44	D = -10
O=C1Nc2ncccc2OC1CCCl (centres undefined)
  A = 15	B = 13	C = 9	D = 13
O=C(O)C1C2C=CC(C2)C1C(=O)OCC1CCCO1 (centres undefined)
  A = -26	B = -22	C = 1	D = -22
COc1cc(S(=O)(=O)N2CCC(c3nc4ccccc4s3)CC2)ccc1S(=O)(=O)N1CC(C)CC(C)C1 (centres undefined)
  A = 29	B = nt	C = nt	D = nt
N#Cc1nc(-c2ccc(Cl)cc2)oc1NCc1ccco1
  A = 35	B = -6	C = -14	D = -6
O=C(c1ccccc1-c1ccccc1)N1CCOCC1
  A = 0	B = -26	C = -9	D = -26
O=C(C1CCN(S(=O)(=O)c2ccc3c(c2)OCCO3)CC1)N1CCc2ccccc21
  A = 15	B = 3	C = 0	D = 3
CC(NC(=O)c1ccc(=O)oc1)c1ccccc1 (centres undefined)
  A = 20	B = 4	C = 12	D = 4
Cc1c(NC(=O)c2c(F)c(F)c(F)c(F)c2F)c(=O)n(-c2ccccc2)n1C
  A = nt	B = nt	C = 2	D = -3
COc1ccc(CC(=O)Nc2cc(C)on2)cc1OC
  A = 12	B = 26	C = 10	D = 26
CCC(C)(C(=O)NC1CCCCC1)N(CC1CCCO1)C(=O)CNC(=O)c1ccccc1 (centres undefined)
  A = nt	B = nt	C = 6	D = 10
COC(=O)c1ccccc1NC(=O)CN(c1ccc(OC)cc1)S(C)(=O)=O
  A = -13	B = 11	C = 8	D = 11
COc1ccc(NC(=O)Nc2ccccc2C(=O)N2CCCC2)cc1
  A = 7	B = nt	C = nt	D = nt
Cc1cccc(S(=O)(=O)c2c(N)n(/N=C/c3ccccc3)c3nc4ccccc4nc23)c1
  A = -8	B = -10	C = -8	D = -10
COc1ccc(S(=O)(=O)N2CCC(C(=O)NCC3CCCO3)CC2)cc1C (centres undefined)
  A = 8	B = nt	C = 10	D = 0

# In another format: entries from further up
# Results follow in this order: Yeast eIF2B	Yeast eIF2B mutant toxicity	Yeast growth tox	Yeast growth tox inhibition %
- Cn1c(=O)c2c(ncn2CCCNC2=CC(C)(C)CC(=O)C2)n(C)c1=O
  nt	nt	6	6
- CCCCn1c(=O)c(C(=O)c2ccccc2)nc2ccccc21
  -3	-10	44	-10
- O=C1Nc2ncccc2OC1CCCl (centres undefined)
  15	13	9	13
- O=C(O)C1C2C=CC(C2)C1C(=O)OCC1CCCO1 (centres undefined)
  -26	-22	1	-22
- COc1cc(S(=O)(=O)N2CCC(c3nc4ccccc4s3)CC2)ccc1S(=O)(=O)N1CC(C)CC(C)C1 (centres undefined)
  29	nt	nt	nt
- N#Cc1nc(-c2ccc(Cl)cc2)oc1NCc1ccco1
  35	-6	-14	-6
- O=C(c1ccccc1-c1ccccc1)N1CCOCC1
  0	-26	-9	-26
- O=C(C1CCN(S(=O)(=O)c2ccc3c(c2)OCCO3)CC1)N1CCc2ccccc21
  15	3	0	3
- CC(NC(=O)c1ccc(=O)oc1)c1ccccc1 (centres undefined)
  20	4	12	4
- Cc1c(NC(=O)c2c(F)c(F)c(F)c(F)c2F)c(=O)n(-c2ccccc2)n1C
  nt	nt	2	-3
- COc1ccc(CC(=O)Nc2cc(C)on2)cc1OC
  12	26	10	26
- CCC(C)(C(=O)NC1CCCCC1)N(CC1CCCO1)C(=O)CNC(=O)c1ccccc1 (centres undefined)
  nt	nt	6	10
- COC(=O)c1ccccc1NC(=O)CN(c1ccc(OC)cc1)S(C)(=O)=O
  -13	11	8	11
- COc1ccc(NC(=O)Nc2ccccc2C(=O)N2CCCC2)cc1
  7	nt	nt	nt
- Cc1cccc(S(=O)(=O)c2c(N)n(/N=C/c3ccccc3)c3nc4ccccc4nc23)c1
  -8	-10	-8	-10
- COc1ccc(S(=O)(=O)N2CCC(C(=O)NCC3CCCO3)CC2)cc1C (centres undefined)
  8	nt	10	0

# Further compounds follow:
# Keys – A = Yeast eIF2B; B = Yeast eIF2B mutant toxicity; C = Yeast growth tox; D = Yeast growth tox inhibition %
Nc1ccc2nc(-c3ccccc3)sc2c1
  A = 72*	B = nt	C = 20	D = 6
CCC(C)NC(=O)C(Cc1ccccc1)NS(=O)(=O)c1cccc2nsnc12 (centres undefined)
  A = 21	B = 11	C = 22	D = 11
CCCOc1ccc(NC(=O)C2CC(=O)N(C(C)C)C2)cc1 (centres undefined)
  A = 15	B = 19	C = 19	D = 19
CCOc1ccc(N(CC(=O)NCc2ccccc2)S(C)(=O)=O)cc1
  A = -4	B = 12	C = 17	D = 12
CCc1ccc(NC(=O)CSc2nc3n[nH]c(C)c3c(=N)n2-c2cccc(OC)c2)cc1
  A = 2	B = -14	C = 8	D = -14
CC(C)c1ccc(C(=O)NCCCc2ccccc2)cc1
  A = 15	B = 8	C = 4	D = 8
Cc1ccccc1Nc1nc(N)nc(CSc2nnc3sc4ccccc4n23)n1
  A = 9	B = -41	C = -33	D = -41
COc1ccccc1OCCCn1c(=O)oc2ccccc21
  A = 0	B = -6	C = 13	D = -6
Cc1onc(-c2ccccc2)c1C(=O)NCc1cccnc1
  A = 16	B = 3	C = 18	D = 3
Cc1ccc(CNC(=O)NC2CCCCC2)cc1
  A = 28	B = 8	C = 7	D = 8
CC1=C(C(=O)N2CCOCC2)C(c2ccsc2)C2=C(CCCC2=O)N1 (centres undefined)
  A = 30	B = nt	C = -2	D = 0
CCCc1ccc(OCCNC(C)=O)cc1
  A = 20	B = -18	C = 15	D = -18
CCn1ncc(/C=N/O)c1C
  A = nt	B = nt	C = 6	D = 26
COc1ccccc1NC(=O)N(CCN(C)C)Cc1cc2cc(C)ccc2[nH]c1=O
  A = 22	B = 14	C = 14	D = 14
Cn1c(-c2ccccc2)cnc1N
  A = 22	B = 9	C = -36	D = 9
O=C(O)C1CCC(=O)N1Cc1ccccc1Cl (centres undefined)
  A = -9	B = 4	C = -3	D = 4
CN(C)CCCN1C(=O)C(=O)/C(=C(/O)c2ccncc2)C1c1ccccc1 (centres undefined)
  A = 14	B = nt	C = 2	D = 0
Cc1cc(S(=O)(=O)Nc2ccccc2C)ccc1F
  A = 45	B = nt	C = 4	D = 0
N#CC(c1ccc(F)cc1)c1ccc(C(=O)c2ccc(F)cc2)cc1 (centres undefined)
  A = 25	B = 6	C = 15	D = 6
COCc1n[nH]c(=S)n1-c1ccccc1
  A = -2	B = 8	C = 2	D = 8
C=C(C)COc1ccc(-c2nc(N)ncc2Oc2ccccc2OC)c(O)c1
  A = -10	B = -18	C = -3	D = -18
CCOC(=O)CSc1nnc(-c2ccoc2C)n1-c1ccc(OCC)cc1
  A = 16	B = 11	C = 8	D = 11
COc1cc(OC)nc(NC(C)=O)n1
  A = -80	B = nt	C = -12	D = 0
CC1CCCN(C(=O)C2CCN(CC(C)c3ccccc3)CC2)C1 (centres undefined)
  A = -6	B = nt	C = nt	D = nt
CCCn1c(SCC(=O)c2ccc3c(c2)OCCO3)nnc1-c1ccco1
  A = 23	B = -7	C = -11	D = -7
CCOCC(=O)Nc1sc2c(c1C(=O)OCC)CCCC2
  A = 9	B = nt	C = -3	D = 0
Cc1ccc(-c2nc3ccccc3s2)cc1S(=O)(=O)N1CCCC1
  A = nt	B = nt	C = 19	D = 5
CC(=O)Nc1ccc(C(=O)N(C)c2ccccc2)cc1
  A = 19	B = 19	C = -4	D = 19
COc1ccc(C2=NOC(C(=O)Nc3ccc(C)cc3)C2)cc1OC (centres undefined)
  A = 25	B = -3	C = 8	D = -3
COc1ccc(NC(=O)C(c2ccc(C)cc2)N(C)C(=O)c2cnccn2)cc1 (centres undefined)
  A = 21	B = 15	C = 17	D = 15
COc1ccc2nc(SCC(=O)Nc3ccccc3C)[nH]c2c1
  A = 6	B = -23	C = 14	D = -23
O=C(OCC#CCSc1nc2ccccc2s1)c1ccco1
  A = 17	B = 10	C = 7	D = 10
CCn1nc(NC(=O)c2cccnc2)c2cc3cccc(C)c3nc21
  A = 9	B = 12	C = 0	D = 12
Cc1occc1C(=O)n1nnc2ccccc21
  A = 4	B = -9	C = 3	D = -9
O=C(c1cccnc1)N1CCN(C(=O)c2cccs2)CC1
  A = nt	B = nt	C = 4	D = 0
O=S(=O)(c1ccc(Cl)cc1)c1snnc1-c1ccccc1
  A = 16	B = 30	C = 6	D = 30
CSc1ncc(Cl)c(C(=O)C(C#N)c2nc3c(C)cc(C)cc3c(=O)[nH]2)n1 (centres undefined)
  A = 18	B = 8	C = 14	D = 8
COC(=O)c1[nH]c(C)c(/C(O)=C2\C(=O)C(=O)N(CCCN3CCOCC3)C2c2ccccn2)c1C (centres undefined)
  A = -46	B = nt	C = nt	D = nt
CCNc1nc(NC(C)C)nc(N(C#N)CCOc2ccccc2)n1
  A = nt	B = nt	C = 31	D = 7
COc1ccc(CNC(=O)C2COc3ccccc3O2)cc1 (centres undefined)
  A = -2	B = -5	C = -2	D = -5
O=C(NCc1ccccc1)c1ccc(-c2ccccc2F)o1
  A = 24	B = 9	C = 10	D = 9
O=C1NC(Cc2c[nH]c3ccccc23)C(=O)N1c1ccc(F)cc1 (centres undefined)
  A = 18	B = 9	C = 17	D = 9
COC(=O)c1cncc(O)c1
  A = nt	B = nt	C = 13	D = 13
O=C1CCN(Cc2nnnn2CC2CCCO2)c2ccccc2N1 (centres undefined)
  A = 13	B = 7	C = 6	D = 7
CCOC(=O)c1c(NC(=O)c2ccc(C)cc2)sc2c1CC(C)(C)OC2
  A = nt	B = nt	C = -1	D = 13
CCOc1ccc(NC(=O)CC2C(=O)N(c3ccccc3)C(=O)N2Cc2ccccn2)cc1 (centres undefined)
  A = nt	B = nt	C = 8	D = 8
CC1(C)OC(=O)N(c2ccccc2)C12C=Cc1c(ccc3ccccc13)O2 (centres undefined)
  A = 31	B = -13	C = 4	D = -13
COc1cccc(C(=O)NCc2n[nH]c(=S)n2-c2cccc(C)c2)c1
  A = -17	B = 7	C = 18	D = 7
O=C(c1cc2ccccc2o1)N1CCN(S(=O)(=O)c2cccs2)CC1
  A = nt	B = nt	C = 14	D = 15
O=C(NCc1ccc(F)cc1)c1cc2sccc2n1Cc1ccc(F)cc1
  A = 0	B = -19	C = -2	D = -19
CCOC(=O)/C=c1\sc2n(c1=O)CCN=2
  A = 38	B = 15	C = -14	D = 15
CCCn1c(SCC(=O)OCc2ccccc2)nc2c1c(=O)n(C)c(=O)n2C
  A = -26	B = -11	C = -11	D = -11
CC1CCN(CCNC(=O)CN(C)S(=O)(=O)c2cccc3nsnc23)CC1
  A = 25	B = 7	C = 16	D = 7
COc1ccccc1NC(=O)CSc1nc2sc(C)c(C)c2c(=O)n1Cc1ccco1
  A = 9	B = -13	C = -22	D = -13
O=[N+]([O-])c1ccc(Sc2cccc3cccnc23)cc1
  A = nt	B = nt	C = 20	D = 19

# Compound activity as filed in PubChem BioAssay.
